SRC2 TRFRET art = TR-FRET signal artefacts, primary screen, artefact control for PPARgamma SRC-2 agonist project, biochemical | 0.4% of 200,000 active | TR-FRET artefact counter-screen; stronger effect = higher value | TR-FRET ratio at 8 µM; in the data active = TR-FRET ratio above about 2000; also: inactives centre near 1500
PPARg SRC-3 ag = PPARgamma agonists recruiting SRC-3 coactivator, primary screen, biochemical. Peroxisome proliferator-activated receptor gamma (Homo sapiens), P37231. biochemical PPARgamma/SRC-3 coactivator recruitment assay. activation, % at 8 µM. 0.26% of 200,000 active; in the data active = activation above about 23%;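 also: 0% = DMSO and 100% = reference agonist; some compounds past the cut are filed as inactive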
Target sequence (P37231 whole entry, looked up): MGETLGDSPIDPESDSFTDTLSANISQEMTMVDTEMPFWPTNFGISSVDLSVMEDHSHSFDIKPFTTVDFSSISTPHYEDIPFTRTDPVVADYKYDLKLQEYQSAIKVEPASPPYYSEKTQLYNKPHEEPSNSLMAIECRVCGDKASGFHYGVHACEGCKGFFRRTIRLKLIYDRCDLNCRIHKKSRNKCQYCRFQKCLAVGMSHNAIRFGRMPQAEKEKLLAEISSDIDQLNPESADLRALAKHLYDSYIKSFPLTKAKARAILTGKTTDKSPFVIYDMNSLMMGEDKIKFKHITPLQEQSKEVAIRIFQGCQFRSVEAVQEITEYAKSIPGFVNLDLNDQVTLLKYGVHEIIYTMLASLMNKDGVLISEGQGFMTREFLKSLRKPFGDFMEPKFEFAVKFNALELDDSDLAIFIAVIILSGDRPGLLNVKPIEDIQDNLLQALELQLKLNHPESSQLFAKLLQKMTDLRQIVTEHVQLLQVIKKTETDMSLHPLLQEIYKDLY
TNAP inh hiacc = human TNAP enzyme inhibitors, primary screen, biochemical, luminescent, high phosphate acceptor level, uHTS; purified TNAP, CDP-star luminescence, 1 M DEA; inhibition, % at 20 µM; 0.03% of 200,000 active; Alkaline phosphatase, tissue-nonspecific isozyme (Homo sapiens), P05186;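 active = over 50% inhibition of tissue-nonspecific alkaline phosphatase at 20 µM in the single-dose screen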;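 also: plate controls were DMSO wells for no effect and EDTA-quenched wells as full inhibition for full effect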
Target sequence (P05186 whole entry, looked up): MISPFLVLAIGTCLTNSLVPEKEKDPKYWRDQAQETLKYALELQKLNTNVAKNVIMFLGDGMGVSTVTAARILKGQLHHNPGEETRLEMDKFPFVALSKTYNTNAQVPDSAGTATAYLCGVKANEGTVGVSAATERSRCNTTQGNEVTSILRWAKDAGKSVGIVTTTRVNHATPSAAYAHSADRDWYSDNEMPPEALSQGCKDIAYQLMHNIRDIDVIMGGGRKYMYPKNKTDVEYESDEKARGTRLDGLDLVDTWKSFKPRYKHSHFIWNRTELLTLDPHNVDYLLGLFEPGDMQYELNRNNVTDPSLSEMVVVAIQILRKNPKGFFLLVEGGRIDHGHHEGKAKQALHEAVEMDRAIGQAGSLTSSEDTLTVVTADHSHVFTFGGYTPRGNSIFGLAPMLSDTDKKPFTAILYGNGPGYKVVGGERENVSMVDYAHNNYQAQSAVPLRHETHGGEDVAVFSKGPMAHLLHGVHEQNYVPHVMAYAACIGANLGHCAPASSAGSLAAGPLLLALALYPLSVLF
TNAP act hiacc = TNAP activators at high phosphate acceptor level, primary screen, biochemical, luminescence, uHTS. activation factor at 20 µM. purified TNAP, CDP-star luminescence, 1 M DEA, 30 min; stronger effect = higher value; 0 = EDTA background, 1 = DMSO-only activity. 200,000 tested, under 10 active. Alkaline phosphatase, tissue-nonspecific isozyme (Homo sapiens), P05186;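 active = activation factor at least 2 at 20 µM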
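Control set: EDTA negative control, DMSO positive control / Assay system: human TNAP / Quantity: TNAP 1/800 final / Evaluation: TNAP activation factor scaled between EDTA and DMSO control wells / Measured by: luminescent substrate turnover signal / Compound dosing: one dose, 20 µM / Times: 30 min enzyme reaction at room temperature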
TNAP inh noacc = human TNAP enzyme inhibitors, primary screen, biochemical, luminescent, no phosphate acceptor, uHTS; purified TNAP, CDP-star luminescence, 30 min; Alkaline phosphatase, tissue-nonspecific isozyme (Homo sapiens), P05186; inhibition, % at 20 µM; AID 1012, 2008; 0.26% of 200,000 active;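 active = tissue-nonspecific alkaline phosphatase inhibition above about 50% at 20 µM in the single-dose screen, limit read from the data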;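 also: 0% = DMSO negative control and 100% = EDTA positive control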
bIAP activator = bovine intestinal alkaline phosphatase activators, primary screen, biochemical, bovine IAP, CDP-star luminescence; purified bovine IAP, 30 min; stronger effect = higher value; fold of DMSO-control signal, blank-subtracted; activation factor at 20 µM; 0.17% of 200,000 active; AID 1016, 2008;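 active = activation factor of 2 or more at 20 µM, a signal rise over negative controls twice the positive control's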
bIAP inh = bovine intestinal alkaline phosphatase inhibitors, primary screen, selectivity assay for TNAP inhibitor project, biochemical, bovine IAP, CDP-star luminescence. alkaline phosphatase, intestinal [Bos taurus]. purified bovine IAP, 30 min. inhibition, % at 20 µM. 190,000 tested, under 10 active;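 active = over 50% inhibition of intestinal alkaline phosphatase at 20 µM in the single-dose screen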
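Assay system – bovine IAP enzyme · Quantity – bovine IAP at 1/65,000,000 final dilution · Detection – CDP-star luminescence signal · Times – 30 min reaction at room temperature · Also added – CDP-star substrate at 30 µM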
PPARg SRC-2 ag = agonists of PPARg-SRC-2 recruitment, primary screen, biochemical, HTS; activation, % at 8 µM; 0.34% of 200,000 active; Peroxisome proliferator-activated receptor gamma (Homo sapiens), P37231; AID 1032, 2008; PPARgamma LBD-SRC-2 recruitment; in the data active = activation above about 22%;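 also: 0% = vehicle and 100% = reference agonist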
HMGR II inh = inhibitors of E. faecalis class II HMGR, primary screen, biochemical, Enterococcus faecalis. inhibition, % at 10 µM. purified E. faecalis HMGR, NADPH absorbance 340 nm kinetic. HMG-CoA reductase (Enterococcus faecalis, mvaE). AID 1066, 2008. 0.41% of 190,000 active;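 active = inhibition above a set limit, the median over all tested compounds plus 3 SD, cut at about 9.5% in these data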;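 also: enzyme runs in reverse so mevalonate oxidation gives rising NADPH absorbance; 0% = complete reaction with DMSO and 100% = background rate lacking mevalonate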
PPARg SRC1 recr = PPARgamma agonists recruiting SRC-1 coactivator, primary screen, biochemical; Peroxisome proliferator-activated receptor gamma (Homo sapiens), P37231; PPARgamma-SRC-1 coactivator recruitment biochemical assay; activation, % at 8 µM; 0.41% of 200,000 active; in the data active = activation above about 19%;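 also: 0% = DMSO and 100% = reference agonist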
Starred values were filed as active, the others as inactive; / = no result given. This is a random part of the collection. About 1.6% of those tested had a hit in this group.

| cpd | Compound | PPARg SRC1 recr | PPARg SRC-3 ag | TNAP inh hiacc | HMGR II inh | TNAP act hiacc | SRC2 TRFRET art | TNAP inh noacc | PPARg SRC-2 ag | bIAP activator | bIAP inh |
| --- | --- | --- | --- | --- | --- | --- | --- | --- | --- | --- | --- |
| 1 | CN=c1scc(-c2ccc(Cl)cc2)n1C | 8 | 2 | 3 | -6 | 1 | 1448 | -11 | 6 | 1.3 | -26 |
| 2 | CC1=C(C(=O)NCc2ccco2)C2(CCC(C)CC2)OC1=O (stereo not drawn) | 1 | 8 | -4 | 2 | 1 | 1429 | -6 | 14 | 1 | 2 |
| 3 | Cc1nnc(N(Cc2ccco2)C(=O)c2cccc(C#N)c2)s1 | -2 | -1 | -2 | -7 | 1 | 1455 | -10 | -1 | 1 | -5 |
| 4 | CN1CCN(S(=O)(=O)c2ccc(-c3ccc(Cl)cc3)cc2)CC1 | 4 | -1 | -2 | -2 | 1 | 1575 | -6 | 3 | 0.9 | 6 |
| 5 | CC(=O)Oc1ccc2c(c1)cc(C)n2C | 2 | -8 | -4 | -8 | 1 | 1478 | -11 | 1 | 0.8 | 16 |
| 6 | O=C(CCc1ccccc1)Nc1nc2n(n1)C(c1ccccc1)CC(=O)N2 (stereo not drawn) | 0 | -3 | -5 | 3 | 1.1 | 1601 | -9 | -7 | 1.2 | -16 |
| 7 | COc1cc(OC)c2c(O)c3c(c(-c4c5c(c(O)c6c(OC)cc(OC)cc46)CO[C@@H](C)[C@H]5O)c2c1)[C@H](O)[C@H](C)OC3 | 7 | -2 | 6 | 1 | 0.9 | 1568 | 4 | 2 | 1 | 3 |
| 8 | COc1ccc(OCc2ccc(C(=O)O)cc2)cc1 | -2 | 4 | -3 | -5 | 1 | 1488 | -9 | 4 | 0.9 | 9 |
| 9 | Oc1ccccc1C=NC1=NN(c2cccc(C(F)(F)F)c2)CC1 | 2 | 14 | -1 | -7 | 1 | 1694 | 16 | 17 | 0.9 | 11 |
| 10 | N#CC1=C(N)Oc2ccc3ccc(O)cc3c2C1c1ccsc1 (stereo not drawn) | 11 | 7 | -2 | -4 | 1 | 1573 | -7 | 13 | 0.7 | 33 |
| 11 | COc1ccc2[nH]c3c(NCCC4=CCCCC4)ncnc3c2c1 | 0 | 1 | -3 | -1 | 1 | 1413 | -22 | -5 | 2.1* | -113 |
| 12 | O=C(Cc1ccccc1)N/N=C/c1cc(Br)cc(Cl)c1O | -5 | -1 | 3 | -4 | 1 | 1470 | -110 | -5 | 1 | -2 |
| 13 | O=C1CC(c2ccco2)CC(O)=C1C=Nc1cc(Cl)ccc1O (stereo not drawn) | 6 | 3 | 3 | -2 | 1 | 1470 | 16 | 3 | 1.4 | -42 |
| 14 | CCN(CC)CCN1C(=O)C(=O)/C(=C(/O)c2ccc(OC(C)C)cc2)C1c1ccncc1 (stereo not drawn) | 2 | -3 | -4 | 0 | 1 | 1757 | -11 | -1 | 0.9 | 8 |
| 15 | Cc1nn(CCC(=O)NNC(=S)NCC(C)C)c(C)c1Br | 0 | 12 | -1 | 4 | 1 | 1607 | -45 | 8 | 1.2 | -16 |
| 16 | COc1ccc2nc(NC(=O)c3cccc(-c4cc5ccccc5oc4=O)c3)sc2c1 | 10 | 4 | -2 | -3 | 1 | 1580 | -1 | 0 | 1 | 3 |
| 17 | CCOc1ccccc1C(=O)Nc1cnn(Cc2ccc(F)cc2)c1 | -5 | 4 | -2 | -1 | 1 | 1494 | -5 | 3 | 1 | -2 |
| 18 | CSc1nc2n(n1)C(c1ccccn1)C1=C(CC(C)(C)CC1=O)N2 (stereo not drawn) | 3 | -14 | -2 | -1 | 1 | 1468 | -6 | -6 | 1 | -1 |
| 19 | CN(C)CC(O)COC(c1ccc(Cl)cc1)c1ccc(Cl)cc1 (stereo not drawn) | -4 | 1 | -5 | -1 | 1 | 1383 | 1 | -4 | 1 | -5 |
| 20 | Cc1ccc(C(=O)NC(=S)Nc2ccc(NC(=O)c3cccc(Cl)c3)cc2)cc1 | 4 | -2 | 2 | -4 | 1 | 1559 | -4 | -1 | 0.9 | 8 |
| 21 | CN(C(=O)COC(=O)C1c2ccccc2Oc2ccccc21)C1CCS(=O)(=O)C1 (stereo not drawn) | -3 | -5 | -3 | -1 | 1 | 1530 | -10 | 1 | 0.7 | 26 |
| 22 | COc1cc(OC)nc(Oc2ccccc2C(=O)Oc2cccc(C)c2)n1 | -1 | 5 | -2 | -4 | 1 | 1655 | 5 | 13 | 1 | 3 |
| 23 | Cc1cc(C)nc(SCc2nnc(SCC(=O)N3CCCc4ccccc43)n2C)n1 | -2 | 9 | -6 | 1 | 1.1 | 1407 | -10 | 0 | 1 | -1 |
| 24 | Cc1ccc(S(=O)(=O)N(Cc2n[nH]c(=S)n2-c2ccccc2)c2cccc(Cl)c2)cc1 | 4 | 3 | 2 | 2 | 1 | 1518 | -10 | 0 | 1 | -1 |
| 25 | O=C(C1CCN(S(=O)(=O)c2ccccc2)CC1)N1CCOCC1 | 3 | -2 | -2 | -3 | 1 | 1390 | -8 | -2 | 0.9 | 10 |
| 26 | Cc1cc(C(=O)NNC(=S)Nc2ccccc2C)cs1 | 8 | 6 | -2 | -1 | 1 | 1461 | -166 | 5 | 0.1 | / |
| 27 | Cc1c(Cl)cccc1NC(=O)C1NC(=O)CC1c1ccccc1 (stereo not drawn) | 3 | 2 | -5 | -5 | 1 | 1642 | -9 | 2 | 1.1 | -6 |
| 28 | Cn1c(=O)c2c(nc(CN3CCOCC3)n2CC(O)CO)n(C)c1=O (stereo not drawn) | -3 | 10 | 4 | 3 | 1 | 1549 | -6 | -2 | 0.9 | 6 |
| 29 | Cc1cc(C(=O)COC(=O)CNC(=O)c2ccc(F)cc2)c(C)n1Cc1ccco1 | 5 | 1 | 1 | -5 | 1 | 1522 | -9 | 5 | 1 | 4 |
| 30 | Cc1ccc(C)c(S(=O)(=O)Nc2nc(C)c(C(=O)Nc3ccccc3)s2)c1 | 11 | 10 | 0 | -6 | 1 | 1592 | -11 | 4 | 1 | 4 |
| 31 | Cn1c(=O)c2ncn(CC(=O)N/N=C/C=C/c3ccccc3)c2n(C)c1=O | 7 | 4 | 2 | 5 | 1 | 1810 | -4 | 10 | 1.1 | -10 |
| 32 | Cc1cccc2c1Sc1ccccc1CC2=O | 7 | 4 | -4 | -1 | 1 | 1679 | -11 | 2 | 0.9 | 10 |
| 33 | CN(CC(=O)Nc1ccc(S(N)(=O)=O)cc1)Cc1ccccc1F | 0 | 0 | -2 | -7 | 1 | 1332 | -7 | -6 | 1.1 | -14 |
| 34 | CC(C)CCn1c(SCC(=O)OCn2nnc3ccccc3c2=O)nc2ccccc2c1=O | 11 | 8 | -3 | -2 | 1 | 1590 | -11 | 1 | 1 | 5 |
| 35 | CCOc1ccc(C(=O)Nc2ccc(C(F)(F)F)n(C)c2=O)cc1 | 5 | 1 | 1 | 0 | 1 | 1760 | -2 | 9 | 1 | 5 |
| 36 | COCc1nnc(NC(=O)c2ccc(S(=O)(=O)N3CCCc4ccccc43)cc2)o1 | -4 | -1 | -3 | 4 | 1 | 1519 | -20 | 0 | 1.1 | -7 |
| 37 | CCc1c(C)nc2[nH]nc(-c3ccccc3C)n2c1=O | 9 | 14 | -1 | -5 | 1 | 1701 | 12 | 6 | 1 | 2 |
| 38 | CC1CCCCC12NC(=O)N(CC(=O)NC(=O)NCc1ccco1)C2=O (stereo not drawn) | -4 | -5 | 1 | -1 | 1 | 1547 | -6 | 4 | 0.7 | 30 |
| 39 | O=C(Cn1nnc(-c2cccs2)n1)Nc1ccccc1C(F)(F)F | 5 | -3 | -4 | -1 | 1 | 1688 | -16 | 3 | 1 | -4 |
| 40 | Cc1ccc(Cn2c(=N)n(CC(O)c3ccco3)c3ccccc32)cc1 (stereo not drawn) | 8 | 8 | -4 | 3 | 1 | 1786 | -13 | 15 | 1.2 | -21 |
| 41 | O=c1c2c([nH]c3ccccc13)C(=C1CCCC1)CC2 | -10 | 4 | -4 | 1 | 1 | 1344 | -20 | -3 | 0.9 | 11 |
| 42 | O=C(Nc1ccc(Cl)cc1)OCc1cncs1 | 0 | -5 | -7 | -5 | 1.1 | 1624 | -12 | 4 | 1 | 0 |
| 43 | CNCC(O)Cn1c(C(F)(F)F)nc2ccccc21 (stereo not drawn) | 3 | 4 | 1 | 1 | 1 | 1446 | -7 | 3 | 0.8 | 23 |
| 44 | CC(=O)N(c1cccc(C)c1)C1SC(=O)N(c2ccccc2)C1=O (stereo not drawn) | 3 | -17 | 1 | 1 | 1 | 1569 | 33 | -9 | 0.9 | 8 |
| 45 | Cc1nnc(SC(C)C(=O)Nc2nccs2)s1 (stereo not drawn) | 4 | -3 | -4 | -1 | 1 | 1553 | -11 | 3 | 0.8 | 20 |

Rewritten with two lines to a compound: nine of the compounds above
Values run as follows: PPARg SRC1 recr, PPARg SRC-3 ag, TNAP inh hiacc, HMGR II inh, TNAP act hiacc, SRC2 TRFRET art, TNAP inh noacc, PPARg SRC-2 ag, bIAP activator, bIAP inh
(37) CCc1c(C)nc2[nH]nc(-c3ccccc3C)n2c1=O
  9, 14, -1, -5, 1, 1701, 12, 6, 1, 2
(38) CC1CCCCC12NC(=O)N(CC(=O)NC(=O)NCc1ccco1)C2=O (stereo not drawn)
  -4, -5, 1, -1, 1, 1547, -6, 4, 0.7, 30
(39) O=C(Cn1nnc(-c2cccs2)n1)Nc1ccccc1C(F)(F)F
  5, -3, -4, -1, 1, 1688, -16, 3, 1, -4
(40) Cc1ccc(Cn2c(=N)n(CC(O)c3ccco3)c3ccccc32)cc1 (stereo not drawn)
  8, 8, -4, 3, 1, 1786, -13, 15, 1.2, -21
(41) O=c1c2c([nH]c3ccccc13)C(=C1CCCC1)CC2
  -10, 4, -4, 1, 1, 1344, -20, -3, 0.9, 11
(42) O=C(Nc1ccc(Cl)cc1)OCc1cncs1
  0, -5, -7, -5, 1.1, 1624, -12, 4, 1, 0
(43) CNCC(O)Cn1c(C(F)(F)F)nc2ccccc21 (stereo not drawn)
  3, 4, 1, 1, 1, 1446, -7, 3, 0.8, 23
(44) CC(=O)N(c1cccc(C)c1)C1SC(=O)N(c2ccccc2)C1=O (stereo not drawn)
  3, -17, 1, 1, 1, 1569, 33, -9, 0.9, 8
(45) Cc1nnc(SC(C)C(=O)Nc2nccs2)s1 (stereo not drawn)
  4, -3, -4, -1, 1, 1553, -11, 3, 0.8, 20
